TrxR1 inh: inhibitors of rat thioredoxin reductase 1 | O89049 | recombinant rTrxR1, NADPH fluorescence consumption, selenite substrate | Potency, µM (titrated, usually from 114 µM), without a hit: top-dose activity change, negative = inhibition, most hits filed as inhibitors | 1% of 390,000 active | AID 588453; also: potency is read from the fitted curve at half-maximal effect; % is scaled to controls: 0 for no effect and ±100 for the full control effect; nearly all actives have a fitted effect of over 65% in size
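Rat TrxR1 (90 nM in the dispensed reagent) was pre-reduced with 400 uM NADPH for 5 min at room temperature, then incubated with compound for 15 min. After 400 uM selenite was added, NADPH fluorescence (Ex 340/Em 450 nm) was followed for 8 min.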
D2 antagonist: antagonizes the human D2 dopamine receptor. P14416. HEK293 TREx D2 cells, calcium flux, dopamine EC80. inhibition, % at 10 µM. 2% of 340,000 active; in the data active = inhibition above about 30%; also: 0% is about no effect
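Calcium flux kinetic readout in an inducible HEK293 TREx D2 line plated overnight at 30 C. After 180 s compound exposure, an EC80 dopamine challenge follows with another 180 s kinetic read to detect antagonism.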
D2 ag: activates the human D2 dopamine receptor; HEK293 T-REx D2 cells, calcium flux agonist mode; activation, % at 2 µM; P14416; 0.53% of 340,000 active;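 active = activation over 3 SD above normal in the single-dose calcium agonist read, cut at about 30% in these data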; also: 0% is about no effect
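Tetracycline-induced HEK293 Trex cells with D2 receptor force-coupled to calcium signaling, plated overnight at 30 C and loaded with no-wash calcium dye. Calcium flux read kinetically for 180 s after compound addition; responses flag agonists.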
USP1-UAF1 inh: inhibitors of human USP1/UAF1 deubiquitinase; recombinant USP1/UAF1, Ub-Rhodamine cleavage fluorescence; Potency, µM (top dose mostly 57.1 µM), for inactives: at the top dose activity change, negative = inhibition, usual class: inhibitors; 0.23% of 390,000 active; AID 743255; also: potency is read from the fitted curve at half-maximal effect; % is scaled to controls: 0 for no effect and ±100 for the full control effect; nearly all actives have a fitted effect of over 60% in size; inactives centre near -12
Target sequence (O94782 whole entry, looked up): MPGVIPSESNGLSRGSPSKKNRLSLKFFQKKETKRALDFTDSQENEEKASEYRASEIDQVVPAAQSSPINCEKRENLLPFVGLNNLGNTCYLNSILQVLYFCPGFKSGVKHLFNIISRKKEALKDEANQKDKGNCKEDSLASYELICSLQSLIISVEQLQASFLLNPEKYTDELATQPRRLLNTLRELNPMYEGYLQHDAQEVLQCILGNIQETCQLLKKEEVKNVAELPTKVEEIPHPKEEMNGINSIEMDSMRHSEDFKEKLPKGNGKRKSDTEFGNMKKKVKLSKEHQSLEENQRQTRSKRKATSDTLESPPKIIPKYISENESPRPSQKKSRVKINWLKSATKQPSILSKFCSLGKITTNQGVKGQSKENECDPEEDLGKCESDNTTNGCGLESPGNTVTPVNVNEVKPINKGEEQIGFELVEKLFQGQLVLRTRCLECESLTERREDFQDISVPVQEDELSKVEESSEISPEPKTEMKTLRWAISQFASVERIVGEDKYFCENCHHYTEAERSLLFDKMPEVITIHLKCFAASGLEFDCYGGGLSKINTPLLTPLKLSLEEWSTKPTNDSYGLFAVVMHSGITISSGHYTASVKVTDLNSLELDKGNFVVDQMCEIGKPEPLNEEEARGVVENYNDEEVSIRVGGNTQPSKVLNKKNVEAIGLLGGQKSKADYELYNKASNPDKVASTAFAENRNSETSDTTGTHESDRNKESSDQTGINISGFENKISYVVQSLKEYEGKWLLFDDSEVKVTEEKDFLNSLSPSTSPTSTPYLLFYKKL
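Step one: compound is pinned into 1nM USP1/UAF1 in HEPES pH 7.8 buffer with TCEP. Step two: 15 min room-temperature incubation. Step three: Ub-Rho (150nM final) starts cleavage, tracked by fluorescence over six one-minute reads.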
TrxR1 substrate: is turned over as a substrate by rat TrxR1 | purified TrxR1 substrate turnover, NADPH consumption readout | 0.01% of 390,000 active | AID 588456 | O89049 | Potency, µM (highest dose often 114 µM), inactives show at the top dose activity change, negative = substrate turnover; also: potency is read from the fitted curve at half-maximal effect; % is scaled to controls: 0 for no effect and ±100 for the full control effect; nearly all actives have a fitted effect of over 50% in size
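Rat TrxR1, dispensed at 90 nM, was prereduced with 400 uM NADPH (final) for 5 min at ~22 deg C, then incubated with compound 15 min before 400 uM selenite. A first-read NADPH fluorescence drop versus no-compound background flagged substrates.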
TRHR PAM: allosterically enhances the human TRH receptor | 0.66% of 360,000 active | P34981 | AID 493056 | TRHR cells, fluo-8 calcium fluorescence, EC20 TRH enhancement | enhancement, % at 2 µM; in the data active = enhancement above about 30%; also: 0% is about no effect
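Enhancer read-out: after compound pinning and an initial kinetic agonist-mode read, an EC20 of TRH (10 nM final) was injected and fluo-8 calcium signal (Ex 480/Em 530) followed at 1 s/cycle for 100 cycles in TRHR-expressing cells.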
IDH1 R132H inh: blocks human mutant IDH1 R132H enzyme; Potency, µM (highest dose often 76.6 µM), without a hit: at the top dose activity change, negative = inhibition, usual class: inhibitors; 0.093% of 390,000 active; AID 602179; O75874; IDH1-R132H enzyme, NADPH consumption, diaphorase/resazurin fluorescence; also: potency is read from the fitted curve at half-maximal effect; % is scaled to controls: 0 for no effect and ±100 for the full control effect; nearly all actives have a fitted effect of over 65% in size
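IDH1-R132H (0.5 ug/mL) preincubated 30 min with compound, then NADPH (0.016 mM) and alpha-KG (2 mM) added; 80 min at RT, pH 7.5. Remaining NADPH coupled via diaphorase/resazurin to fluorescence (540/590 nm); concentration-response curves normalized to no-enzyme control.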
Pin1 inhibitor: human Pin1 inhibition; Potency, µM (series often up to 115 µM), inactives show at the top dose activity, negative = inhibition, hits mostly inhibitors; 0.009% of 390,000 active; Pin1 FP peptide displacement, HiFluor488, 10 min; AID 504891; active = well fitted inhibition curve with a large enough effect in the polarisation, with a control signal flat, not every such curve was filed as active; inconclusive = small, poorly fitted or top-dose-only effect, or effect the other way, or a change in a side signal; inactive = no such curve, though single readings can be large or run the other way; the % refers to the polarisation; also: potency is read from the fitted curve at half-maximal effect; % is scaled to controls: 0 for no effect and ±100 for the full control effect
Target sequence (Q13526 whole entry, looked up): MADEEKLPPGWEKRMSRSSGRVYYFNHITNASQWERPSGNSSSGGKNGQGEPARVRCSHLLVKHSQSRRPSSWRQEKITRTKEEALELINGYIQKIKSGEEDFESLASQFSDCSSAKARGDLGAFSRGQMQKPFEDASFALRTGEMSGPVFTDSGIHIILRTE
TRHR ag: agonists of human TRH receptor; activation, % at 2 µM; AID 493084; P34981; 0.18% of 360,000 active; TRHR cells, calcium flux fluo-8, FDSS agonist mode; in the data active = activation above about 30%; also: 0% is about no effect
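Read-out: compound-evoked intracellular calcium rise in TRHR cells, fluo-8 dye, kinetic FDSS fluorescence at 1 s/cycle following a 10-cycle baseline. Cells cultured overnight before dye loading (30 min–1.5 h, RT).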
* = called active by the depositor; ? = inconclusive; . = no result given; [ ] = remark or other dose. Unless noted, calls follow the shape of the dose curve; as a rule, active = well fitted inhibition curve with a large enough effect; inconclusive = small, poorly fitted or top-dose-only effect; inactive = no such curve, though single readings can be large or run the other way. Only part of the results is shown; rates above refer to the full screens.

SMILES | TrxR1 inh | D2 antagonist | D2 ag | USP1-UAF1 inh | TrxR1 substrate | TRHR PAM | IDH1 R132H inh | Pin1 inhibitor | TRHR ag
O=C(NCC1CCN(Cc2ccc(F)cc2)CC1)C1CCCN(c2ncnc3c2nc2n3CCCCC2)C1 (stereo unspecified) | 13% | -13 | 0.0 | -19% | 2% | 5 | 4% | 17% | 0.6
CCOc1cc(N2CCOCC2)c(OCC)cc1NC1=NCCCCC1 | 6% | -3 | -0.2 | -32% | 2% | -4 | 10% | 0% | 0.0
O=C(O)C1=C[C@H](c2ccccc2)C[C@H](OCCCCO)O1 | 7% | . | . | -12% | 5% | . | -2% | -5% | .
CCCc1cc(NC(=O)COC(=O)c2ccc(O)cc2O)n(-c2ccccc2)n1 | 26% | . | . | -8% | -2% | . | 1% | -1% | .
COc1ccccc1OCc1ccc(C(=O)N2CCOCC2)o1 | -5% | -7 | -1.1 | -16% | -7% | 2 | 4% | -1% | 0.4
O=C(c1cnccn1)N(c1ccccc1)C1(C(=O)NC2CCCC2)CCCCC1 | 9% | 11 | 1.1 | -8% | 0% | 1 | 1% | 5% | 1.0
CN(C)CC(C)(C)CNC(=O)c1cc(Br)cc(Br)c1O | 26% | 3 | 1.4 | -22% | 7% | 0 | 11% | -4% | -1.6
CC(=O)c1ccc(N(C)C)cc1 | 0% | -3 | 1.6 | -16% | -9% | -5 | 1% | 0% | -0.1
COCCNC(=O)c1ccc2c(c1)N=C(C)c1cc(C)ccc1S2 | -6% | . | 0.3 | -25% | -4% | -3 | -13% | 5% | -0.6
Cc1ccc(NS(=O)(=O)c2ccc(-c3cnc(C4CC4)o3)cc2)cc1N(C)C | 10%[57.1 µM] | . | 1.1 | -27% | -3%[57.1 µM] | 0 | 10% | 0% | 0.7
COC(=O)CSc1nc(N)nc(C)c1Cl | 14%[57.1 µM] | 18 | . | -12% | 0%[57.1 µM] | -5 | -1% | 2% | 0.4
COc1ccc(N2C(=O)CN(Cc3ccc(OC)c(OC)c3)C2=S)cc1 | 14% | -4 | 0.4 | -16% | 5% | 1 | -11% | 4% | 0.5
O=C(c1cccc(NS(=O)(=O)c2ccc(Br)cc2)c1)N1CCN(c2ccccc2O)CC1 | -4% | 3 | 1.0 | -18% | -9% | -8 | 4% | 8% | -0.5
COc1ccc(NC(=O)c2oc3ccccc3c2NC(=O)C2CC2)c(OC)c1 | 19% | 10 | -0.1 | -19% | 11% | -4 | 3% | 0% | -0.3
CCOC(=O)Cn1c(-c2ccc(Cl)nc2)nc2ccccc21 | -23% | -1 | 0.9 | -14% | 83%[activator] | 1 | 6% | 3% | 0.3
CCOC(=O)/C(=N\Nc1cccc(Cl)c1)Sc1nnc(-c2ccc(OC)cc2)n1C | ? | 1 | -0.8 | -6% | -2% | 16 | -8% | 80%[activator] | -0.6
CC(C)c1ccccc1OCCNC(=O)c1cccnc1 | 15% | 16 | 0.1 | -12% | -2% | 1 | 6% | 39%[activator] | -0.2
COc1ccccc1NC(=O)C(CC=C(Cl)Cl)C(C)=O (stereo unspecified) | ? | . | . | -19% | -7% | 5 | 11% | 2% | -1.8
C=CCN1CCN(C(=O)CCc2ccccc2)CC1 | 6%[57.1 µM] | 1 | -0.6 | ? | -2%[57.1 µM] | 4 | 4% | -5% | 1.4
COc1ccc(N(C(=O)c2cnccn2)C(C(=O)NC2CCCCC2)c2cc(OC)c(OC)c(OC)c2)cc1 (stereo unspecified) | 13% | 28 | 0.7 | -2% | 3% | -9 | 10% | -8% | -0.1
Cc1ccccc1NC(=O)CCN1CCc2ccccc2C1 | 9%[57.1 µM] | 13 | -1.7 | -19% | -4%[57.1 µM] | 9 | 2% | -1% | -4.6
CN(C)S(=O)(=O)c1ccc(NC(=O)CCCNC(=O)c2ccc(Cl)cc2)cc1 | 30% | -8 | 1.3 | -20% | 3% | 7 | 0% | -4% | 0.3
NS(=O)(=O)c1ccc(NC(=O)C(=O)NCCC(=O)O)cc1 | 6% | -9 | 0.4 | -5% | 1% | 0 | 3% | -3% | 0.7
CN(Cc1nccn1C)C(=O)c1ccc2nc(Cc3ccccc3F)oc2c1 | 28% | . | . | -23% | 10% | 1 | 5% | -7% | 0.0
COC(=O)c1sccc1NC(=O)C1CCCCC1C(=O)O (stereo unspecified) | 2% | -2 | -1.2 | -14% | 2% | 7 | 2% | -3% | 0.2

Some values from the results shown.
Value for Cc1ccccc1NC(=O)CCN1CCc2ccccc2C1 under TRHR ag: -4.6
Value for COc1ccccc1OCc1ccc(C(=O)N2CCOCC2)o1 under TrxR1 substrate: -7%
Value for CCCc1cc(NC(=O)COC(=O)c2ccc(O)cc2O)n(-c2ccccc2)n1 under Pin1 inhibitor: -1%

Continuation.
SMILES | TrxR1 inh | D2 antagonist | D2 ag | USP1-UAF1 inh | TrxR1 substrate | TRHR PAM | IDH1 R132H inh | Pin1 inhibitor | TRHR ag
CC(C)(O)c1cc2ccccc2c(=O)o1 | 27% | . | . | ? | 5% | . | 3% | 9% | .
C=CCc1cccc(/C=N/NC(=O)COc2ccc(-n3cnnn3)cc2)c1O | 15% | -8 | 0.3 | -24% | -4% | -1 | -9% | -8% | 0.5
CN1C(C)(C)CC(NC(=O)c2ccco2)CC1(C)C | 17% | -25 | 0.7 | -5% | 5% | 8 | -3% | 0% | 1.7
Brc1cccc2sc(N3CCCC3)nc12 | 24%[57.1 µM] | 2 | -0.6 | -18% | 12%[57.1 µM] | -4 | 3% | 1% | -1.3
CCOc1ccc2nc(N3CCC(C(=O)Nc4ccc(Br)cc4F)CC3)sc2c1 | 11% | . | -0.5 | -8% | -1% | 6 | -11% | 3% | 1.3
CC1(C)Cc2c(c(N3CCOCC3)nc3sc4c(N5CCOCC5)nnnc4c23)CS1 | . | 12 | -0.4 | . | . | -4 | . | . | -0.1
Cc1cc(C(=O)C(=O)Nc2nnc(C(C)C)s2)c(C)n1-c1ccccc1 | 15% | . | -0.2 | -25% | 3% | 4 | 16% | 10% | 0.3
CCCCOc1ccc(C(=O)OC2CC(C)N(C)CC2C)cc1 (stereo unspecified) | 6% | 8 | 0.3 | 5% | 1% | 0 | 1% | 1% | 0.6
O=C(COC(=O)Cc1cccs1)Nc1ccccc1Cl | 42%[activator][57.1 µM] | -9 | -0.5 | -7% | 10%[57.1 µM] | 3 | 3% | -1% | 0.0
CC(C)=CCN1CCN(C/C(Cl)=C/c2ccccc2)CC1CCO (stereo unspecified) | 28% | 24 | 0.2 | -21% | 7% | 0 | 4% | -4% | -0.4
C=CCNC(=S)N1CCN(c2ncc3c(=O)c(C(=O)O)cn(CC)c3n2)CC1 | -11%[57.1 µM] | -11 | 0.5 | -9% | 3%[57.1 µM] | 3 | 0% | -1% | 0.0
CCSC(=Nc1ccccc1)Nc1ccccc1 | 10% | 10 | -0.2 | -21% | -4% | 5 | 11% | -6% | -0.4
CCOCCc1nnc(NC(=O)Cc2ccccc2)s1 | 6% | . | . | -19% | 0% | -1 | 3% | -2% | 0.1
Cc1ccc(NC(=O)CN(C)S(=O)(=O)c2ccc3c(c2)n(C)c(=O)c(=O)n3C)cc1F | 13% | . | -0.8 | -7% | 11% | -4 | 22% | 0% | -0.7
COCCCN(C(=O)CCOc1ccc(C(C)(C)C)cc1)c1c(N)n(Cc2ccccc2)c(=O)[nH]c1=O | 11%[57.1 µM] | 3 | -0.4 | -24% | -1% | 0 | 0% | 7% | 0.0
O=C(COC(=O)CNC(=O)c1ccc(Cl)cc1)NC1CCCCCC1 | 20% | -7 | -0.1 | -7% | -5% | 3 | 1% | -10% | -0.7
Cc1cc(SCC(=O)N/N=C/c2ccccc2C(=O)O)c(C)cc1Br | -3% | 15 | 1.0 | -8% | -11% | -2 | -15% | 1% | 0.3
CCOc1cccc2sc(N(Cc3cccnc3)C(=O)c3ccc(C#N)cc3)nc12 | 1%[57.1 µM] | . | 0.7 | -13% | -1%[57.1 µM] | -3 | 0% | ? | -0.4
CCOC(=O)C(C)Oc1c(Br)cc(C2NC(=O)NC(C)=C2C(C)=O)cc1OCC (stereo unspecified) | 6% | 4 | -0.4 | -15% | 7% | 6 | -1% | 1% | -0.1

A second format for six compounds above.
molecule,TrxR1 inh,D2 antagonist,D2 ag,USP1-UAF1 inh,TrxR1 substrate,TRHR PAM,IDH1 R132H inh,Pin1 inhibitor,TRHR ag
CCCCOc1ccc(C(=O)OC2CC(C)N(C)CC2C)cc1 (stereo unspecified),6%,8,0.3,5%,1%,0,1%,1%,0.6
CCOc1ccc2nc(N3CCC(C(=O)Nc4ccc(Br)cc4F)CC3)sc2c1,11%,.,-0.5,-8%,-1%,6,-11%,3%,1.3
C=CCNC(=S)N1CCN(c2ncc3c(=O)c(C(=O)O)cn(CC)c3n2)CC1,-11%[57.1 µM],-11,0.5,-9%,3%[57.1 µM],3,0%,-1%,0.0
O=C(COC(=O)CNC(=O)c1ccc(Cl)cc1)NC1CCCCCC1,20%,-7,-0.1,-7%,-5%,3,1%,-10%,-0.7
O=C(COC(=O)Cc1cccs1)Nc1ccccc1Cl,42%[activator][57.1 µM],-9,-0.5,-7%,10%[57.1 µM],3,3%,-1%,0.0
CCOCCc1nnc(NC(=O)Cc2ccccc2)s1,6%,.,.,-19%,0%,-1,3%,-2%,0.1

Random excerpt: two records from the list, in no set order.
SMILES | TrxR1 inh | D2 antagonist | D2 ag | USP1-UAF1 inh | TrxR1 substrate | TRHR PAM | IDH1 R132H inh | Pin1 inhibitor | TRHR ag
O=C(COC(=O)Cc1cccs1)Nc1ccccc1Cl | 42%[activator][57.1 µM] | -9 | -0.5 | -7% | 10%[57.1 µM] | 3 | 3% | -1% | 0.0
CC1(C)Cc2c(c(N3CCOCC3)nc3sc4c(N5CCOCC5)nnnc4c23)CS1 | . | 12 | -0.4 | . | . | -4 | . | . | -0.1
